Compound activity (PubChem)
TEAD-YAP inh: TEAD-YAP interaction inhibition; HEK-TIYL cells, TEAD-Gal4/YAP UAS-luciferase luminescence; inhibition, % at 9.12 µM; hit rate 1.4% among 640,000; AID 1259422; in the data active = inhibition above about 32%;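 note: 0% = median of test compound wells and 100% = reference inhibitor wells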
FBW7 activator: activators of human E3 ligase FBW7; AlphaScreen FBW7–phospho-cyclin E peptide binding, activator screen; AID 1259310; normalized activity (activation), % at 26.1 µM; hit rate 0.13% among 650,000; in the data active = normalized activity above about 1.9%;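 note: purified mutant Fbw7 with reduced substrate affinity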
MITF primary: human MITF inhibition, primary screen; O75030; AlphaScreen MITF homodimerization, bead proximity signal; inhibition, % at 2.6 µM; hit rate 0.91% among 650,000; in the data active = inhibition above about 50%;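 note: 0% = vehicle wells with protein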
Target sequence (O75030 whole entry, looked up): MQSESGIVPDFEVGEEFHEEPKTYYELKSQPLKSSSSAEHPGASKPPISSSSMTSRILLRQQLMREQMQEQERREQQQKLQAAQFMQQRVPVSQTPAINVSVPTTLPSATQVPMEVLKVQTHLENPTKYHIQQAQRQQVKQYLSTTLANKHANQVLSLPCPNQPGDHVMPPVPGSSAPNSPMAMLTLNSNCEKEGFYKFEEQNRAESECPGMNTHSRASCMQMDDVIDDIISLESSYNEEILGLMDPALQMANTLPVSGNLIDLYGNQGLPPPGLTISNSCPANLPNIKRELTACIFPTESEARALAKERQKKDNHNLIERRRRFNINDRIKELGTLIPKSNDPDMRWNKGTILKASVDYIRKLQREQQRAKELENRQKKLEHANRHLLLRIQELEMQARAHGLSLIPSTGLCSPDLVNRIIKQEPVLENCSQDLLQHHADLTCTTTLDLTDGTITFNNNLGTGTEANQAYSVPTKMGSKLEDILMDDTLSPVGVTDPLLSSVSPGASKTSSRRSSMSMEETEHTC
GPR151 ag: human GPR151 activation; PathHunter beta-arrestin GPR151 cells, luminescence; activation, % at 11.2 µM; hit rate 1% among 650,000; AID 1508602; in the data active = activation above about 4.9%;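 note: 0% = median of compound wells and 100% = cells with positive control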
Target sequence (Q8TDV0 whole entry, looked up): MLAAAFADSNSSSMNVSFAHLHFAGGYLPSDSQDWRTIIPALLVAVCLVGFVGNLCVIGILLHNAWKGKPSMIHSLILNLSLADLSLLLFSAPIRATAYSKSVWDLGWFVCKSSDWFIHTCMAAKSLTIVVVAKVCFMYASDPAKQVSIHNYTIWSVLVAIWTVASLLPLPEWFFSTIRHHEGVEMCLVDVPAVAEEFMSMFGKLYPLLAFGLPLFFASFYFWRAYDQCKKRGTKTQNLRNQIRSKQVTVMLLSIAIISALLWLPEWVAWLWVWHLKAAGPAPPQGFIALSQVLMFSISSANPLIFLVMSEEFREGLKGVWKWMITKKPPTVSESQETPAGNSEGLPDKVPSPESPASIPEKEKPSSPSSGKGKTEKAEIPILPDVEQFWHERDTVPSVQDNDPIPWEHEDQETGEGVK
The depositor's hits bear a star; . = not tested or not shown.

SMILES	TEAD-YAP inh	FBW7 activator	MITF primary	GPR151 ag
CC(C)(C)OC(=O)N1CCC[C@H]([C@H](O)c2cccs2)C1	-1.1	0.2	20.8	-0.9
O=C(Cn1ccc2ccccc21)Nc1ccc(N2CCCN(C(=O)C3CC3)CC2)cc1	0.4	-0.1	7.7	-1.0
O=C(OC1CCCCC1=O)c1ccc(S(=O)(=O)N2CCCC2)cc1 (configuration not stated)	-4.4	-0.3	-12.2	1.5
COC(=O)CNc1ccc(OC)cc1	5.6	0.0	22.8	1.4
COc1cc(OC)c(-c2nc3cnccn3c2NC2CCCCC2)cc1OC	3.3	0.0	10.1	1.7
Cc1nc2c(-c3ccc(F)cc3)c(C)nn2c(C)c1CC(=O)NC(C)C	-1.6	-0.2	0.7	-0.4
O=C(CSc1nc2ccccc2c2nc(CCc3c[nH]c4ccccc34)nn12)c1ccc(Br)cc1	-8.8	0.1	11.6	-0.7
N/C(=N\N=C\c1ccccc1F)SC1CC(=O)N(c2cccc([N+](=O)[O-])c2)C1=O (configuration not stated)	11.3	0.0	-0.9	-0.5
CCC(=O)c1ccc(OCC(=O)Nc2ccc(-c3nnc4n3CCCCC4)cc2)cc1	19.7	0.5	9.8	0.2
O=c1[nH]c(=S)[nH]c(O)c1C=Nc1ccc(S(=O)(=O)Nc2ccc(Br)cc2)cc1	0.6	0.2	18.9	1.2
COc1ccc([N+](=O)[O-])cc1NC(=O)COc1ccccc1OC	-17.4	-0.2	-5.0	1.7
C=CCOC(=O)C1C(c2cccc(F)c2)c2c([nH][nH]c2=O)CC1(C)O (configuration not stated)	0.4	0.0	4.5	-1.3
COc1ccc(C2CC(=O)NC(SCc3ccccc3)=C2C#N)cc1OCc1ccccc1 (configuration not stated)	2.1	0.1	6.1	1.2
CC(NC(=O)CCn1c(=O)oc2ccccc21)c1ccccc1 (configuration not stated)	-15.1	-0.1	-2.2	-0.1
CCN1CCN(C(c2ccc(F)cc2)c2nnnn2Cc2cccs2)CC1 (configuration not stated)	8.5	-0.1	1.3	0.2
CC(=O)Nc1ccccc1NC(=O)C/C(C)=N/NC(=O)Cc1ccc(-c2ccccc2)cc1	16.3	1.2	0.2	-1.1
C=CCN1CCN(c2cccc(C(F)(F)F)c2C)C1=O	6.8	0.1	-9.9	0.1
Cc1c(Cl)cccc1N1C(=O)c2ccc(Oc3ccc(Nc4nc(-c5ccccc5Cl)nc5ccccc45)cc3)cc2C1=O	-2.9	-0.1	1.6	0.0
CC1=CC2=NC(=O)/C(=C\c3ccc(-c4ccccc4Cl)o3)C(=N)N2O1	2.7	0.1	7.7	0.6
CCOC(=O)CSc1nc2sc3c(c2c(=O)n1CC)CCCC3	-7.4	0.0	-0.7	-1.5
CC(=O)c1ccc(S(=O)(=O)N2CCN(C3=NS(=O)(=O)c4ccccc43)CC2)cc1	4.9	0.3	8.8	1.3
O=C(NCc1ccc(F)cc1)C(c1ccccc1F)N(C(=O)c1csnn1)C1CC1 (configuration not stated)	8.3	0.1	-1.8	-0.3
CCOC(=O)C1=C(C)C(c2cccc([N+](=O)[O-])c2)NC(=O)N1C (configuration not stated)	4.3	0.2	-0.8	2.5
CC(=O)N[C@H]1[C@H](Oc2ccc(C)c(C)c2)O[C@H](CO)[C@@H](O)[C@@H]1O	-8.2	-0.1	-6.3	-0.3
CC1(C)CC(=O)C2=C(C1)N(c1ncn[nH]1)C(N)=C(C#N)C2c1ccccc1C(F)(F)F (configuration not stated)	-5.2	0.2	-8.3	0.7
CCC1(CC)Cc2ccccc2C(CC(=O)N2CCOCC2)=N1	8.7	0.0	14.3	-1.0
O=c1c2sccc2nc(SCc2ccccc2Cl)n1Cc1ccc2c(c1)OCO2	7.3	-0.1	9.5	0.9
COC(=O)N1CCC(C(=O)NC(c2ccccc2)c2ncccc2C)CC1 (configuration not stated)	12.3	0.1	21.3	-0.4
CCC(C)C1C(C#N)=C(N)Oc2n[nH]c(C)c21 (configuration not stated)	17.9	0.0	15.2	2.3
CCCCC[C@H](O)/C=C/[C@H]1C2CC(CO2)[C@@H]1C/C=C\CCCC(=O)O (some centres not stated)	.	.	13.6	-0.5
CC1Cc2ccccc2N1C(=O)CC(C#N)(C#N)CC(=O)N1c2ccccc2CC1C (configuration not stated)	15.0	0.1	-7.4	3.0
O=C1C=C/C(=N\S(=O)(=O)c2cc([N+](=O)[O-])ccc2Cl)C=C1Cl	4.6	-0.2	0.9	2.1
Cc1cn2c(CCC(=O)NC3CCCCC3)csc2n1	3.9	-0.2	10.6	-1.3
N#CCN(CC#N)C(=O)Cc1ccccc1[N+](=O)[O-]	-7.4	0.4	-12.9	1.7
Cc1nnc(C)c2c(C)oc(C)c12	5.3	-0.1	-6.3	0.9
COc1cccc(COc2ccc3c(C)cc(=O)oc3c2)c1	-60.3	0.0	14.5	-0.6
CCOc1ccccc1NC(=O)c1cn2ccc(C)cc2n1	-36.9	0.0	21.7	-0.1
O=C(NNC(=O)C12CC3CC(CC(C3)C1)C2)c1cccc([N+](=O)[O-])c1	6.8	0.2	0.1	2.8
COc1ccc2c(c1)NC(=O)C2=O	6.0	0.0	4.7	1.3
CCCOc1cc(Br)c(C=O)cc1OC	3.6	-0.1	1.3	4.1
O=C(c1ccc(Cl)s1)N1CCN(c2ccccc2)CC1	3.8	0.0	-6.4	-0.4
COc1cccc2c(Nc3ccc(C(C)=O)cc3)cc(C)nc12	2.1	0.0	7.5	0.3
C=CCOC(=O)C1C(=O)CC(C)(O)C(C(=O)OCC=C)C1c1ccc(O)c(OCC)c1 (configuration not stated)	-0.8	0.0	-16.6	-0.1
C/C(CC(=O)N1CCN(C=O)CC1)=N\NC(=O)c1cccc([N+](=O)[O-])c1	7.0	0.2	13.7	1.9
CCOc1ccc2[nH]c(=O)c(CN(CCO)C(CC)c3nnnn3C(C)(C)CC)cc2c1 (configuration not stated)	-1.6	-0.1	-8.4	0.5
O=C(Nc1cccnc1)c1ccccc1-c1ccccc1	0.5	-0.1	-3.5	1.1
COc1ccc(N2C(=O)c3ccc(Oc4cccc(NC(C)=O)c4)cc3C2=O)cc1	-73.0	0.1	-4.8	1.4
CC(C)(C)n1c(CO)nc2cc([N+](=O)[O-])ccc21	0.2	-0.1	14.2	-1.0
O=C(/C=C/C(=O)OCC(=O)c1ccc(Cl)cc1)NCc1ccccc1	-8.1	0.0	6.7	-0.1
CCc1ccc(CN2CCC(C(=O)N3CCCCC3)CC2)cc1	-2.9	-0.2	38.4	2.7
O=C1CC(Sc2ccccc2)C(=O)N1c1ccc(Cc2ccc(N3C(=O)CC(Sc4ccccc4)C3=O)cc2)cc1 (configuration not stated)	6.2	0.0	-6.6	0.9
Cc1noc(C)c1CSc1ncnc2sc(C)c(C)c12	-9.5	0.2	4.8	0.6
CCN1/C(=C2\C(=O)N=C(C)N2c2ccccc2)C=Cc2cc(C)ccc21	3.9	0.1	7.1	0.4
CCCCC(=O)Nc1cnc(NC(=O)C2CCCCC2)cc1C	5.5	0.4	28.1	0.0
Cc1ccc(C(C)C)c(Oc2ccc(N3C(=O)C4C5C=CC(C5)C4C3=O)cc2)c1 (configuration not stated)	1.2	0.1	2.1	-0.2
COCCn1nnnc1C(c1ccccc1F)N1CCN(c2cc(C)ccc2C)CC1 (configuration not stated)	-0.8	0.0	4.5	-0.1
COc1ccc(OC)c(NC(=O)c2cnn3cccnc23)c1	-18.3	-0.1	-6.0	-0.2
COc1ccc(CNC(=O)C(=O)NCC2OCCN2C(=O)c2ccc3c(c2)OCO3)cc1 (configuration not stated)	-6.2	0.2	-6.2	-1.6
CC(NC(=O)c1cnc2ccccn12)c1ccc(F)cc1 (configuration not stated)	11.2	2.8*	23.6	0.2
O=C(CSc1nnc2ncccn12)Nc1ccccc1Br	9.2	0.2	13.4	-0.1

Continued:
SMILES	TEAD-YAP inh	FBW7 activator	MITF primary	GPR151 ag
Cc1csc(C(C)NC2CCN(c3cccc(NC(=O)c4cccnc4)c3)CC2)n1 (configuration not stated)	6.3	0.7	22.8	-0.8
Cc1nc2ccc3nc(NC(=O)/C=C/c4ccccc4)sc3c2s1	8.7	-0.1	8.3	2.2
COc1ccc(N=c2oc3cc(O)ccc3cc2-c2nc(-c3ccc(Br)cc3)cs2)cc1	7.9	0.1	23.1	0.6
COC(=O)/C=C(/NC(=O)c1ccc(Cl)cc1)c1ccc(C(=O)O)cc1	9.4	-0.1	1.4	0.3
O=C(CSc1nnc(CNC(=O)c2ccc(S(=O)(=O)N3CCCCC3)cc2)n1-c1cccc(C(F)(F)F)c1)Nc1nccs1	4.5	0.1	8.1	-0.3
CCOC(=O)C(=CNc1cc(C)cc(C)c1)C(=O)OCC	-11.5	-0.1	-1.5	1.7
Cc1ccc(S(=O)(=O)NCCNc2c(Cl)cccc2[N+](=O)[O-])cc1	-5.7	0.6	12.5	4.2
COc1ccc(OC)c(N2CC(O)(c3ccc(F)cc3)[N+]3=C2CCCCC3)c1 (configuration not stated)	5.0	-0.1	2.1	0.4
O=C1[C@H]2[C@H]3[C@H](O)[C@H](O)C/C(=N\OC[C@@H](O)COCc4ccco4)[C@H]3CC[C@H]2C(=O)N1C[C@@H]1CCCO1	.	0.0	-14.0	-1.9
COc1ccccc1CNc1ccccc1C(=O)N1CCOCC1	1.4	0.4	14.1	0.6
CCCCCCC1(C)N=C(c2ccc(CC)cc2)CC(c2cc(Br)ccc2O)N1 (configuration not stated)	-1.2	0.1	6.4	-0.1
Cn1ccnc1C1(O)CCN(C(=O)Nc2cccc(F)c2)CC1	-1.7	0.3	1.2	0.0
Cc1cc(C)nc(CCNCc2c(C(=O)N3CCOCC3)nc3c(C)cccn23)n1	-0.2	-0.2	0.0	-1.6
NS(=O)(=O)c1ccc(S(=O)(=O)Nc2ccccc2)cc1	-1.1	0.0	1.7	-1.4
C1CN(CC2CCN(c3nc4nonc4nc3N3CCSCC3)CC2)CCO1	-1.8	0.3	5.7	-0.5
COc1ccccc1OC(=O)c1cc(-c2ccc(C)cc2)nc2ccccc12	3.2	-0.1	3.1	1.1
COc1ccc(-c2nc(C#N)c(N3CCOCC3)o2)cc1	-8.2	-0.1	-15.0	0.8
COc1ccc(C2C=C(c3ccccc3)Nc3nnnn32)cc1OC (configuration not stated)	-16.4	0.7	7.4	-0.5
C=CCn1c(C)cn2c3c(=O)n(Cc4ccccc4C)c(=O)n(C)c3nc12	-0.7	0.8	13.6	0.1
COC(=O)C1C(=O)NC(SCC(=O)Nc2ccccc2C)=C(C#N)C1c1ccccc1C (configuration not stated)	6.9	-0.1	-3.7	-0.2

Already shown: entries from further up.
SMILES	TEAD-YAP inh	FBW7 activator	MITF primary	GPR151 ag
Cc1cc(C)nc(CCNCc2c(C(=O)N3CCOCC3)nc3c(C)cccn23)n1	-0.2	-0.2	0.0	-1.6
NS(=O)(=O)c1ccc(S(=O)(=O)Nc2ccccc2)cc1	-1.1	0.0	1.7	-1.4
C1CN(CC2CCN(c3nc4nonc4nc3N3CCSCC3)CC2)CCO1	-1.8	0.3	5.7	-0.5
COc1ccccc1OC(=O)c1cc(-c2ccc(C)cc2)nc2ccccc12	3.2	-0.1	3.1	1.1
COc1ccc(-c2nc(C#N)c(N3CCOCC3)o2)cc1	-8.2	-0.1	-15.0	0.8

Returning to the listing, repeating the 3 entries before the break.
SMILES	TEAD-YAP inh	FBW7 activator	MITF primary	GPR151 ag
COc1ccc(C2C=C(c3ccccc3)Nc3nnnn32)cc1OC (configuration not stated)	-16.4	0.7	7.4	-0.5
C=CCn1c(C)cn2c3c(=O)n(Cc4ccccc4C)c(=O)n(C)c3nc12	-0.7	0.8	13.6	0.1
COC(=O)C1C(=O)NC(SCC(=O)Nc2ccccc2C)=C(C#N)C1c1ccccc1C (configuration not stated)	6.9	-0.1	-3.7	-0.2
O=C(Nc1ccc2c(c1)OCCO2)C(=O)Nc1cccc2cccnc12	-17.2	0.9	-5.0	0.1
O=C(CCOc1ccccc1)c1ccccc1	-1.5	0.1	-13.0	1.4
CCOCCOC(=O)C1=C(C)NC2=C(C(=O)CC(c3ccc(Cl)cc3)C2)C1c1cc2c(cc1Br)OCO2 (configuration not stated)	16.8	0.2	15.7	0.5
O=C(Cc1ccc(F)cc1)Nc1ccc2ncsc2c1	-18.8	0.0	9.0	-1.3
Cc1cc(OC(=O)c2ccccc2)cc(=O)o1	-0.5	0.0	-20.6	1.2
CCN(C(=O)COC(=O)CN1C(=O)c2cccc([N+](=O)[O-])c2C1=O)C1=CCCCC1	12.9	0.2	5.0	-0.3
COc1ccc(-n2nc3cc(C)c(NC(=O)COc4ccccc4)cc3n2)cc1	-14.0	0.1	14.3	-0.8
CCCCOc1ccc(C(=O)N2CCN(c3ccc(-n4cccn4)nn3)CC2)cc1	1.9	0.0	3.2	-1.8
OCCN1CCN(CC(O)COc2ccc(C3CCCCC3)cc2)CC1 (configuration not stated)	9.1	0.1	16.3	0.0
Cc1ccn(CCC(=O)NCC2Cc3cccc(-c4cncc(C(N)=O)c4)c3O2)n1 (configuration not stated)	-7.7	-0.1	1.7	-0.9
COc1ccc(Nc2nc(Cl)nc3ccccc23)c(OC)c1	17.2	0.3	10.3	-0.1
Cc1ccc(S(=O)(=O)Nc2c(O)c3ccccc3oc2=O)cc1C	-3.3	0.5	24.7	-1.0
NC(=O)NCC(=O)N1CCN(C(c2ccccc2)c2ccccc2)CC1	-0.6	-0.1	-5.7	0.1
CCN1CCSc2ccc(C(=O)NC3CC3)cc21	-2.6	-0.2	0.2	0.5
Cn1c(SCC(=O)N2CCCc3ccccc32)nnc1-c1ccc2c(c1)OCO2	9.5	0.0	14.4	-0.3
CN1CCN(C2=NC(=O)/C(=C/c3ccc(Cl)cc3)S2)CC1	8.9	-0.1	7.0	-1.3
Cc1ccc(NC(=O)Cn2nc(C)c(C)c(C#N)c2=O)cc1	0.8	0.0	3.4	0.1
CCN1CCc2c(sc(NC(=O)CCOc3ccccc3)c2-c2nc3ccccc3s2)C1	4.8	0.7	1.3	-0.4
